Compound activity: PubChem, Sanford-Burnham Center for Chemical Genomics
tim23-1 inh: growth inhibitors of tim23-1 mutant yeast; S. cerevisiae tim23-1 growth, BacTiter-Glo luminescence, 24 h; inhibition, % at 20 µM; 1.3% of 330,000 active;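 active = growth inhibition of the mutant yeast at or above 50%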;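 also: temperature-sensitive mutant grown at 25 °C; plate controls were DMSO-treated mutant yeast for no effect and medium wells lacking yeast for full effect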
Mdm2-MdmX inh: disrupts the human Mdm2-MdmX interaction. AID 485346. inhibition, % at 8 µM. SaOS-2 split-luciferase Mdm2/MdmX complementation, luminescence. O15151+Q00987. 3% of 330,000 active;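 active = inhibition of at least 50% at 8 µM in the primary screen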
APJ antagonist: blocks the human apelin receptor APJ | inhibition, % at 20 µM | P35414 | 0.32% of 330,000 active | CHO-K1 APJ beta-arrestin complementation, luminescence;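 active = inhibition above about 40% at 20 µM, limit read from the data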;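 also: cells challenged with 10 nM apelin-13 agonist together with compound; plate controls were apelin-13 plus DMSO wells for no effect and DMSO wells lacking apelin-13 for full effect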
Target sequence (P35414 whole entry, looked up): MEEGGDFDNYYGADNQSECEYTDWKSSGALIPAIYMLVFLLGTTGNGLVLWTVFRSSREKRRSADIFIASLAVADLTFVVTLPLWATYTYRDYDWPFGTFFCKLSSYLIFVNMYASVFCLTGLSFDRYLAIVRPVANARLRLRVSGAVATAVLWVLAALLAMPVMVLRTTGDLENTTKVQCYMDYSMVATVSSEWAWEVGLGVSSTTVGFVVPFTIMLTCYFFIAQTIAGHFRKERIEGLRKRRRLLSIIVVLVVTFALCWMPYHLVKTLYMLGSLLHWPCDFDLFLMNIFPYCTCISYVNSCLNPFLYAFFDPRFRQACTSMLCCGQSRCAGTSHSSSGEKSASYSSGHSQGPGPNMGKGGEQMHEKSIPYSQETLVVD
CXCR6 block: inhibitors of human CXCR6 receptor. inhibition, % at 20 µM. CHO-K1 PathHunter CXCR6 beta-arrestin, luminescence. O00574. 0.36% of 360,000 active; in the data active = inhibition above about 34%, passing the limit was not always enough;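 also: antagonist mode with CXCL16 agonist at 10 nM final; 0% = 10 nM CXCL16 with DMSO and 100% = unstimulated wells without agonist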
Target sequence (O00574 whole entry, looked up): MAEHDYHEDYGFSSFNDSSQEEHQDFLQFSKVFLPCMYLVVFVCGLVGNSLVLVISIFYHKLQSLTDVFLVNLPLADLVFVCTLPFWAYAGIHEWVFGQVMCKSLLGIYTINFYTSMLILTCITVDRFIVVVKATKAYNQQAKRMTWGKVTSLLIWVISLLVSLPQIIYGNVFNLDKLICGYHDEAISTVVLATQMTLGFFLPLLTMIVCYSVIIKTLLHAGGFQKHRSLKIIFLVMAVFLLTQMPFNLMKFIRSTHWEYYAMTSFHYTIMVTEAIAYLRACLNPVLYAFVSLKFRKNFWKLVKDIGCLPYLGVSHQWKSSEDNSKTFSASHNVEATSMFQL
tim10-1 inh: inhibits growth of tim10-1 mutant yeast. inhibition, % at 20 µM. S. cerevisiae tim10-1 ts strain growth, BacTiter-Glo, 24 h. 2.2% of 330,000 active;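 active = inhibition of at least 40%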;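 also: mutant grown at 25 °C; 0% = DMSO wells with yeast and 100% = wells holding no yeast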
TIM10 inh: TIM10 yeast growth inhibition; AID 463195; 1.4% of 330,000 active; inhibition, % at 10 µM; S. cerevisiae TIM10 strain growth, BacTiter-Glo luminescence, 24 h;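 active = inhibition of 40% or more at the single tested concentration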;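 also: wild-type TIM10 isogenic control strain grown at permissive 25 °C; 0% = DMSO yeast wells and 100% = minimal medium wells without yeast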
APJ agonist: agonists of human APJ apelin receptor; P35414; CHO-K1 APJ PathHunter beta-arrestin, luminescence; 0% DMSO wells, 100% apelin; activation, % at 20 µM; 0.11% of 330,000 active;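 active = activation more than six SD over the plate average, tested at 20 µM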;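 also: 0% = DMSO alone and 100% = apelin-13 at 10 nM; some results filed as inactive read as strong as hits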
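Material: CHO-K1 APJ beta-arrestin complementation cell line; Input: cell density 1000 per well; Incubation: compound stimulation 90 min at 25 °C, detection 60 min; Signal: luminescence from split beta-galactosidase complementation, Galacton Star/Emerald II substrate; Controls: DMSO-only wells as negative, 10 nM Apelin-13 as positive control.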
UPR CHOP act: apoptotic UPR (CHOP) activation; CHO-CHOP luciferase reporter, luminescence; percent of tunicamycin response over DMSO baseline; activation, % at 10 µM; 0.34% of 330,000 active;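 active = at 10 µM dose, activation of 40% or more, normalized to positive control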;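 also: 100% = tunicamycin at 10 µg/mL and 0% = DMSO alone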
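Material: CHO-CHOP cells, stable luciferase reporter of PERK-eIF2a-CHOP signalling; quantity: 500 reporter cells seeded per well; buffer or medium: F12 medium containing 10% fetal bovine serum; compound: one dose, 10 µM in 0.5% DMSO; incubation: 6 h compound treatment, 37 °C; measured by: Steady-Glo luciferase luminescence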
XBP1 UPR activ: adaptive UPR (XBP1) activation | 0.33% of 330,000 active | CHO-XBP1 luciferase reporter, IRE1-XBP1 UPR activation, luminescence; percent of tunicamycin response, DMSO as zero | activation, % at 20 µM;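 active = versus positive control, 20 µM dose yields 30% or more activation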;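 also: 100% = tunicamycin at 10 µg/mL and 0% = DMSO only wells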
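incubation = overnight seeding at 37 °C, 6 h compound treatment at 37 °C | assay system = CHO-XBP1 cells stably carrying IRE1-XBP1-driven luciferase reporter | input = 1000 cells per well | detection = luciferase luminescence | dosing = single point, 20 µM final compound, 1% DMSO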
An asterisk follows results filed as active. Only part of the results is shown; count on the stated rates, not on these rows.

SMILES	tim23-1 inh	Mdm2-MdmX inh	APJ antagonist	CXCR6 block	tim10-1 inh	TIM10 inh	APJ agonist	UPR CHOP act	XBP1 UPR activ
COc1cc2c(cc1OC)C(c1ccccc1)N(C(=O)c1cccc(S(C)(=O)=O)c1)CC2 (stereo not drawn)	6	20	-9	3	-12	14	1	2.7	4
Cc1cc(C)c2c(c1)/C(=N\N=c1\sc3ccccc3n1C)C(=O)N2	1	28	28	4	23	9	-1	18	30*
O=C(NCSc1ccnc(SCNC(=O)c2ccccc2)n1)c1ccccc1	-10	38	10	-2	12	11	0	2.1	2
NC(=O)c1ccc(NC(=O)CS(=O)(=O)c2cn(CC(=O)N3CCCC3)c3ccccc23)cc1	6	20	11	-3	3	-1	4	3.6	-3
O=C(Cn1cc([N+](=O)[O-])ccc1=O)NCC1COc2ccccc2O1 (stereo not drawn)	-13	37	-4	-3	-16	5	-6	-0.9	-2
COc1cccc(-c2nnc(SC(C(=O)c3c[nH]c4ccccc34)c3ccccc3)n2C)c1 (stereo not drawn)	13	56*	-2	6	14	19	-1	-1.9	-1
CCOc1cccc(/C=C(\C#N)C(=O)NC2CC2)c1	77*	-9	-3	-9	42*	51*	-1	0.7	-3
COc1ccc(C2NC(=S)NC3=C2CCCC3=C2SCCS2)cc1 (stereo not drawn)	9	14	15	7	-1	5	1	0.1	4
O=C(CC1C=Cc2ccccc2N1C(=O)c1ccccc1)c1ccccc1 (stereo not drawn)	38	-34	8	6	34	13	1	0.7	-8
CC(C)C(=O)NC(=S)Nc1ccc(S(=O)(=O)Nc2nccs2)cc1	9	16	20	11	2	-2	-1	-0.9	-1
Cc1cc(OC(=O)c2ccccc2)n(CCC#N)n1	10	-9	7	-2	18	19	0	4.7	0
NC(=O)c1ccc(NS(=O)(=O)c2ccccc2F)cc1	-3	-14	4	-7	7	-8	0	-0.8	1
COc1ccc(-c2csc(Nc3ccc(S(=O)(=O)Nc4cc(C)on4)cc3)n2)cc1C	9	9	0	-1	9	20	-3	1.7	9
COC(=O)C1=C(C)N(c2ccc(OC)cc2)C(C)=C(C(=O)OC)C1c1ccc(OC)cc1	47	32	-5	11	17	15	-2	-1.1	1
Cc1cc(C)cc(C(=O)OCC(=O)Nc2cccc(S(=O)(=O)NC3=NCCCCC3)c2)c1	5	29	16	1	2	7	1	2.4	-2
CC(C)(C)c1nc2cc(Cl)c([N+](=O)[O-])cc2o1	22	24	5	-5	12	9	1	-0.2	0
CC(C)N1C(=O)CSC1c1ccc(Br)cc1 (stereo not drawn)	10	2	3	-4	17	16	-2	-0.9	1
CNS(=O)(=O)c1cccc(C(=O)OCC(=O)Nc2cc(F)ccc2F)c1	16	10	-3	-2	10	-5	1	-0.1	1
CCOC(=O)c1cnc2ccc(C)cc2c1N(C)Cc1ccccc1	15	-16	12	9	22	-6	-3	-0.3	4
CCCc1cc(=O)oc2cc(C)cc(OCC(=O)NCCN3CCOCC3)c12	17	35	7	0	18	-8	-6	0.9	-4
COc1cc2c(cc1OC)C(=O)NCC(C)(C)O2	3	12	13	-1	3	1	0	1.8	0
COc1ccc(CCNC(=O)c2cccs2)cc1	19	-4	13	2	-16	6	-1	1.9	-1
O=C(NC1CCCC1)C(NS(=O)(=O)c1ccc(Br)s1)c1ccccc1 (stereo not drawn)	0	18	9	-13	14	15	2	9.3	-1
O=[N+]([O-])c1ccc2ncnc(N3CCN(Cc4ccc5c(c4)OCO5)CC3)c2c1	27	74*	-12	-14	4	-1	3	-3.6	-7
Cc1ccc2nc(NC(=O)c3ccccc3F)sc2c1	17	-143	4	-2	9	9	-2	1.8	-8
O=C(NCC(c1ccco1)N1CCc2ccccc21)c1ccccc1F (stereo not drawn)	23	20	6	-8	20	-7	-5	1.7	-2
O=C(CSCc1ccccc1)Nc1ccc2c(c1)OCO2	12	-93	4	-10	13	-9	-2	3.9	-1
COc1ccccc1NC(=O)c1ccccc1C(=O)O	5	7	-1	-14	-3	2	-2	-0.5	-3
c1csc(-c2nnc(N3CCOCC3)c3ccccc23)c1	18	-21	-9	0	3	9	-2	-0.5	-3
C=C(C)Cn1c(CCn2c3ccccc3c3ccccc32)n[nH]c1=S	29	11	11	-6	27	24	-2	-0.1	7
Cc1ccc(C(=O)NNC(=O)CSc2nnc(C3CC3)n2C)cc1	-13	-9	16	-12	-4	0	-2	1.3	-5
COc1cc(NC(=O)c2ccc(F)cc2)c(OC)cc1Cl	32	11	11	2	26	18	-5	0.5	1
COc1ccccc1/C=C1\SC(=S)N(CCC(=O)NNC(=O)c2ccccc2OC)C1=O	16	21	16	9	15	2	-2	-2.0	-2
CCOc1ccc2nc(N3CCCC(C(=O)NCCCN4CCOCC4)C3)sc2c1 (stereo not drawn)	-7	-36	26	-7	-7	-12	-1	2.5	-1
CC1CCCN(S(=O)(=O)Cc2ccc(Cl)cc2)C1 (stereo not drawn)	2	-7	13	-6	17	-8	-4	0.6	0
Cc1ccc([N+](=O)[O-])cc1NC(=O)c1cccnc1	3	7	10	0	-2	-8	3	-0.1	-5

Entries above with a thiophene ring, fused or not (3):
SMILES	tim23-1 inh	Mdm2-MdmX inh	APJ antagonist	CXCR6 block	tim10-1 inh	TIM10 inh	APJ agonist	UPR CHOP act	XBP1 UPR activ
COc1ccc(CCNC(=O)c2cccs2)cc1	19	-4	13	2	-16	6	-1	1.9	-1
O=C(NC1CCCC1)C(NS(=O)(=O)c1ccc(Br)s1)c1ccccc1 (stereo not drawn)	0	18	9	-13	14	15	2	9.3	-1
c1csc(-c2nnc(N3CCOCC3)c3ccccc23)c1	18	-21	-9	0	3	9	-2	-0.5	-3

(cont.)
SMILES	tim23-1 inh	Mdm2-MdmX inh	APJ antagonist	CXCR6 block	tim10-1 inh	TIM10 inh	APJ agonist	UPR CHOP act	XBP1 UPR activ
O=C(CN1CCCN(Cc2ccc(F)cc2Cl)C1=O)NC1CCCCCC1	34	0	1	-1	17	32	-5	-2.1	-1
CCn1c(=O)cc(OCC(=O)NC(C)c2ccc3c(c2)OCCO3)c2ccccc21 (stereo not drawn)	8	31	-21	-3	10	7	-1	4.3	1
S=C1NCN(CCc2ccccc2)CN1	25	-6	-4	-2	8	14	7	0.2	0
O=C(N/C(=C/c1ccccc1)C(=O)N1CCCCC1)c1ccccc1	25	6	-5	-1	16	4	-1	0.6	-3
C[C@H](NC(=O)NCc1cccs1)C(=O)O	4	7	-3	-12	0	4	-3	5.1	3
CC(C)CC(=O)N1CCN(S(=O)(=O)c2ccc(Cl)cc2)CC1	14	21	-24	-4	21	-11	0	0.0	-3
O=C(NCc1ccccc1)c1ccco1	-5	-8	6	4	-7	-8	-1	0.1	-5
O=c1[nH]c(CSc2ncc(C(F)(F)F)cc2Cl)nc2ccccc12	25	-23	-1	-10	37	11	2	0.8	4
C=CCn1c(=O)c2ccccc2n2c(SCC(=O)NC)nnc12	-1	3	7	3	10	-23	-1	1.7	-4
Cc1noc(NS(=O)(=O)c2ccc(NC(=O)/C=C/c3ccccc3)cc2)c1C	2	5	6	0	0	-2	-2	0.1	-3
COC(=O)C1=CN(Cc2ccccc2)C=C(C(=O)OC)C1c1ccc(O)c(OC)c1	28	11	-7	19	39	19	-2	0.1	-2
CCCCOC(=O)C1=C(C)Nc2ncnn2C1c1ccc(OC)c(OC)c1OC (stereo not drawn)	25	-7	0	3	22	9	-3	3.2	14
c1csc(-c2nc(-c3ccncc3)no2)c1	10	-48	12	-1	0	17	-4	3.2	5
O=c1cc(NCCCO)c2ccccc2o1	7	5	-8	-15	20	-6	0	-0.5	-2
O=C(NCC(c1cccnc1)N1CCN(c2ccccc2)CC1)c1ccco1 (stereo not drawn)	-31	-18	6	-2	6	10	-5	1.2	-1
CC(=O)NCc1ccc(-c2csc(NC(=O)CCc3nc4ccccc4c(=O)[nH]3)n2)s1	-5	3	17	-7	2	-16	-1	-0.9	-1
Cc1cc(C)n(-c2nc(NC(C)C)nc(NC(C)C)n2)n1	37	31	13	0	39	0	-1	36	10
C#CCOCCOCCOCCNc1nc(N2CCN(C(=O)[C@H](CCCCN)n3cc(C(N)CC(C)C)nn3)CC2)nc(N2CCN(C(=O)[C@H](CCC(=O)O)n3cc(C(N)[C@H](C)CC)nn3)CC2)n1 (stereo partly drawn)	10	21	13	38	-2	5	-5	-2.0	0
CCC(=O)Nc1ccc(C(=O)CSc2nnc(CNc3ccc(Cl)cc3)o2)cc1OC	-7	16	-15	-3	0	1	0	2.3	0
Cc1nnc(NC(=O)c2csc3c2CCC(C)C3)s1 (stereo not drawn)	-15	2	-17	3	-19	-32	0	2.5	-3
CCN(CCNC(=O)c1cc(C)nn1-c1ccccc1)c1ccccc1	12	-12	2	8	20	-10	-4	0.6	0
O=C1CSC(c2ccc([N+](=O)[O-])cc2)N1c1ccc(O)cc1 (stereo not drawn)	2	-4	4	1	0	0	-1	-2.8	-2
CCOc1ccc(S(=O)(=O)Nc2ccc(C(=O)N/N=C/c3c(C)nn(-c4ccccc4)c3N3CCCC3)cc2)cc1	8	26	19	-13	9	-4	0	-0.4	1
CC(C)Cn1c(CCCNC(=O)c2ccc(F)cc2)nc2ccccc21	24	-2	-1	6	32	8	-5	-1.9	-2
O=C(CCNC(=O)c1ccco1)NCc1ccc(F)cc1	-8	-26	6	0	-15	-6	-2	-1.2	0
O=C(C1CCCN(S(=O)(=O)c2ccc(Br)cc2)C1)N1CCN(Cc2ccccc2)CC1 (stereo not drawn)	21	27	13	4	30	19	-4	-0.8	-5
Cn1cnnc1SCC(=O)Nc1ccc(OCc2ccccc2)cc1	18	-15	-4	-4	9	6	-3	3.1	-2
Cc1ccc([C@H]2C(C(=O)O)=C[C@@H](C(C)(C)C)N2S(=O)(=O)c2ccc(C)cc2)cc1	25	-4	9	6	27	8	-2	1.5	0
C=CCn1c(=O)/c(=C/c2cc(OC)c(OC)c(OC)c2)s/c1=C(/C#N)c1nc2ccccc2n1C	-1	47	7	8	22	30	-5	3.4	2
Cc1cccc(OCC(=O)NCCNC(=O)c2cccnc2)c1	-10	3	-13	-5	-27	7	-2	-0.6	3
CN(C)C(CNC(=O)c1ccco1)c1cccs1 (stereo not drawn)	16	-3	2	0	0	-9	-6	0.7	1
COc1ccc(C(=O)c2c[nH]c(C(=O)NCc3cccs3)c2)cc1	-14	48	15	-8	-5	-22	0	-3.2	6
CCOC(=O)C(C)On1c(-c2ccccc2)nc2ccc([N+](=O)[O-])cc21 (stereo not drawn)	-7	-112	-9	-14	1	18	0	5.8	-1

Copied from the list:
Mdm2-MdmX inh, O=C(CCNC(=O)c1ccco1)NCc1ccc(F)cc1 is entered as -26
tim10-1 inh, CCOC(=O)C(C)On1c(-c2ccccc2)nc2ccc([N+](=O)[O-])cc21 (stereo not drawn) is entered as 1
